Compound activity as filed in PubChem BioAssay.
Dynein transport – blocks dynein driven cargo transport along microtubules. 3617.4 mouse cells, GR-EGFP nuclear translocation imaging; test concentration mostly 20 µM; stimulated with dexamethasone, 1 µM; hits give low values. z-score, hits read low. 0.47% of 220,000 active;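 active = plate z-score of nuclear minus cytoplasmic receptor signal below a set negative limit, without overly bright fluorescence or cell loss, cut at about -3.5 in these data, passing the limit was not always enough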;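 note: z-score of nuclear minus cytoplasmic ring GR-EGFP intensity difference per well; some compounds called inactive have numbers as strong as hits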
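Also added: dexamethasone, 1.0 µM final. Medium: tet-free, stripped-serum medium. Detection: fixed, Hoechst-stained cells imaged at 10x for EGFP. Read-out: nuclear-to-cytoplasmic GR-EGFP distribution per well. Times: induction 48 h, compound 1 h, agonist 30 min.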
MT stabilizer – microtubule stabilization, imaging screen. HeLa tubulin immunostaining HCS, 24 h; share of cells brighter than vehicle mean+2SD. % tubulin-high responders, % at 10 µM. 0.83% of 200,000 active;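 active = plate Z-score above 3 for both tubulin-high and condensed-nucleus cell shares, with cell loss under 80%, at 10 µM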;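 note: anti alpha tubulin signal scored within the nucleus-defined area of each cell; some results filed as inactive read as strong as hits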
b-catenin transl – alters nuclear translocation of beta-catenin in HeLa cells. immunofluorescence imaging. nuclear translocation activity, % at 5 µM. 0.3% of 190,000 active;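 active = nuclear translocation activity above 50% at 5 µM, with a well cell count of 50 or more; inconclusive = wells under 50 cells across six images, flagged as toxic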;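 note: per-cell ratio of nuclear to cytoplasmic median beta-catenin stain intensity; plate controls were DMSO negative control for no effect and GSK-3 inhibitor IX positive control for full effect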
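Test system: human HeLa cells, native beta-catenin. Compound dosing: 5 µM primary single dose, 0.1% DMSO, 0.02–20 µM confirmation series. Incubation: compound exposure 24 h at 37°C. Detection: beta-catenin immunostaining with DAPI counterstain, 20x imaging, 6 fields/well. Read-out basis: Nuclear/cytoplasmic beta-catenin signal ratio, % activation.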
CSM14.1 death rescue – protection against thapsigargin-triggered cell killing – 384-well, CSM14.1, ATP luminescence, primary screen (AID 1222) | CSM14.1 thapsigargin-induced death rescue, ATP luminescence; higher % means a stronger effect | one-dose cellular ATP content (survival), % at 20 µM; EC50 in µM for titrated hits | 190,000 tested, under 10 active;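 active = EC50 below 50 µM in the dose-response confirmation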;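 note: death triggered by thapsigargin at about 15 µM added after 2 h compound pretreatment; cell ATP read after overnight thapsigargin exposure of roughly 18 to 22 hours; normalized against plate controls of thapsigargin alone and 5% DMSO vehicle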
Autophagy mod – alters autophagy in cells; calls only at 10 µM (by protocol); AID 463193; MEF GFP-LC3 puncta imaging; test concentration mostly 10 µM; 0.98% of 190,000 active;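 active = percentage of spot-positive cells more than 3 SD above its plate mean, without a fluorescence outlier flag or 80% toxicity; inconclusive = no clear call, values can overlap the other calls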;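 note: spot-positive cell cutoff set from DMSO-treated cells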
K1F lysis inhibition – protection from phage-mediated lysis, alamar blue read-out – E. coli UTI89, K1F phage, bacterial capsule biogenesis inhibitors (AID 488966) | inhibition, % at 100 µM; hits with a dose series show IC50 in µM | E. coli UTI89 K1F phage lysis, alamar blue, 2 h; higher % means a stronger effect | 0.02% of 340,000 active;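 active = phage lysis inhibition, versus mean bacterial control, above a set limit; inconclusive = no clear call, values can overlap the other calls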;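 note: capsule biogenesis inhibitors block K1F phage lysis so surviving cells raise fluorescence; higher fluorescence means more inhibition of phage lysis; actives were called in the ten point dose series up to 300 µM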
Ins promoter up – MIN6 insulin promoter up-regulation. MIN6 insulin promoter-GFP reporter, high-content imaging; hits give high values. z-score at 5 µM. 0.3% of 190,000 active;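 active = z-score above 3 at 5 µM with at least 500 cells counted in the well; inconclusive = wells under 500 cells, flagged as cytotoxic or low count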
P. falciparum M1AAP – malaria alanyl aminopeptidase activity blockers – biochemical, fluorogenic H-Leu-NHMec substrate, 1536-well (AID 1445) | recombinant M1AAP, H-Leu-NHMec fluorogenic kinetic assay; higher % means a stronger effect | inhibition, % at 30 µM; hits with a dose series show IC50 in µM | 0.42% of 220,000 active;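 active = primary inhibition above the hit cutoff, then over 50% inhibition at one or more dose response concentrations, cut at about 23% in these data, passing the limit was not always enough; inconclusive = conflicting primary data, or primary hits not chosen for dose response; inactive = low primary inhibition, or under 50% at every dose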;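 note: plate controls were DMSO full reaction for no effect and no enzyme background for full effect; strong numbers were not always called active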
P. falciparum M17LAP – P. falciparum M17LAP inhibitors, primary screen, biochemical, fluorogenic H-Leu-NHMec substrate, 1536-well (AID 1619); recombinant M17LAP, H-Leu-NHMec fluorogenic kinetic assay; higher % means a stronger effect; inhibition, % at 30 µM; hits with a dose series show IC50 in µM; 0.38% of 220,000 active;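 active = compound inhibiting the enzyme by more than half at any dose during confirmatory dose-response retesting; inconclusive = strong single-dose inhibitors picked by rank but not retested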;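 note: plate controls were full reaction with DMSO carrier for no effect and no enzyme background for full effect; strong numbers were not always called active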
Dynein transport cytoplasmic EGFP – recorded beside Dynein transport, whose call it bears; z-score; measured here: cytoplasmic GR-EGFP intensity; hits give high values
Dynein transport nuclear GR-EGFP – further read-out of Dynein transport, marked with its call; z-score; measured here: nuclear GR-EGFP intensity;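 lower value marks the stronger effect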
Dynein transport cell count – also measured in Dynein transport; calls as there; z-score; measured here: cell count per field
Ins promoter up cell count – second read-out of Ins promoter up, no call of its own (marks repeat the call); cell count; measured here: cytotoxicity, nuclei count;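 total cells summed across four imaged fields per well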
b-catenin transl cell count 5 µM – recorded beside b-catenin transl, whose call it bears; cell count; measured here: cell count, cytotoxicity flag
MT stabilizer Hoechst-high % – recorded beside MT stabilizer, whose call it bears; % Hoechst-high responders; measured here: nuclear condensation Hoechst responders;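 share of cells brighter than vehicle mean plus two SD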
MT stabilizer cytotoxicity % – second read-out of MT stabilizer, no call of its own (marks repeat the call); toxicity, %; measured here: cytotoxicity by cell density;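 0% = mean cell density of plate MIN control wells and 100% = no cells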
Autophagy mod cell loss 18 h – recorded beside Autophagy mod, whose call it bears; toxicity, %; measured here: cell loss, nuclei count;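 cell loss after 18 h compound exposure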
Active calls of the source: *; i = inactive; ? = inconclusive; . = no result given. An unsorted share of the library; overall some 2.9% were active at least once.

SMILES	Dynein transport	Dynein transport cytoplasmic EGFP	Dynein transport nuclear GR-EGFP	Dynein transport cell count	MT stabilizer	MT stabilizer Hoechst-high %	MT stabilizer cytotoxicity %	b-catenin transl	b-catenin transl cell count 5 µM	CSM14.1 death rescue	Autophagy mod	Autophagy mod cell loss 18 h	K1F lysis inhibition	Ins promoter up	Ins promoter up cell count	P. falciparum M1AAP	P. falciparum M17LAP
Cc1cc2c(cc1C)-c1nnc(-c3ccc4ccccc4n3)n1C(C)(C)C2	0.0928	-0.278	-0.598	0.815	2.0	1.6	6.8	1.0	1267	-1.3%	i	4.1	.	0.09	1625	3.3%	-2.3%
COc1ccc(NCC(=O)N/N=C/c2c(C)nn(Cc3ccccc3)c2Cl)cc1	-0.426	-0.214	-0.218	0.542	4.1	3.2	10.1	1.8	840	-3.7%	i	11.2	2.4%	-0.31	2301	45.0%	11.7%
COc1ccc(C(=O)NCc2ccc3c(c2)OCO3)cc1	0.155	-0.184	-0.402	-0.603	4.0	2.0	6.2	-2.6	992	-0.6%	i	-6.1	0.0%	.	.	3.4%	-1.8%
Cc1ccc(S(=O)(=O)N/N=C/c2cccc(OC3CSC3)c2)cc1	0.278	-0.226	0.273	0.377	3.8	2.3	13.1	1.6	1099	-2.0%	i	2.7	1.0%	-0.25	1419	1.2%	7.5%
Cn1c(SCCOc2ccc(F)cc2)nnc1-c1ccncc1	-0.145	-0.254	0.462	-0.356	.	.	.	-1.0	1310	.	.	.	0.1%	0.76	979	-4.8%	1.7%
CN1CCN(c2ccccc2NC(=O)COc2ccccc2)CC1	0.223	-0.155	0.141	-0.0326	1.7	1.7	6.4	2.7	1179	-3.8%	i	-2.7	10.8%	-0.08	907	5.3%	-2.6%
N/C(=N\OC(=O)CCCCCN1C(=O)c2ccccc2C1=O)c1ccccn1	-1	-0.137	-0.396	1.17	2.2	2.2	6.3	-0.8	1075	0.2%	i	-35.9	0.2%	0.38	1550	1.5%	4.4%
COc1ccc(Cn2cccc(NC(=O)Nc3cccc(OC)c3)c2=O)cc1	-1.18	-0.0193	-0.182	0.0931	.	.	.	0.5	1407	.	.	.	0.1%	-0.05	1069	1.8%	11.1%
COc1ccc(NC(=O)c2nc(C)c(C3(C)CC(c4cccnc4)=NO3)s2)cc1 (stereo unspecified)	-0.52	-0.762	-0.0873	-0.0243	.	.	.	75.9*	419*	.	.	.	0.6%	-1.07	606	2.8%	4.6%
CC(=O)c1ccc(NC(=O)C2CCCNC2=O)cc1 (stereo unspecified)	-0.0947	-0.247	0.332	0.581	4.0	2.4	9.0	0.0	1157	1.3%	i	0.1	-0.2%	0.2	1124	5.3%	1.3%
CCOC(=O)c1[nH]c(C)c(C(=O)Nc2ccc3c(c2)OCCO3)c1C	-0.399	-0.148	-0.126	0.289	4.2	1.4	0.0	-1.7	1327	-0.8%	i	3.2	1.3%	1.33	1467	-3.0%	0.1%
Cc1ccc(S(=O)(=O)NC(=O)c2ccc(-c3ccc(C)c4ccccc34)o2)cc1	1.4	-0.282	0.93	0.58	2.2	1.3	1.6	.	.	-5.7%	i	-1.3	-5.8%	0.03	1388	?	-170.9%
Cc1ccc(-c2csc3nc(SCC(=O)N(C)C)n(Cc4ccccc4)c(=O)c23)cc1	-0.0702	-0.23	-0.0169	-0.0409	8.4	1.5	1.7	-1.9	1076	-5.3%	i	-5.8	4.6%	-0.3	1533	8.9%	1.7%
Cc1c(-c2ccc(Br)cc2)[n+](=O)c2c(n1[O-])CCCCC2	-0.107	-0.241	-0.355	0.21	.	.	.	0.5	1240	.	.	.	.	0.88	1081	4.4%	4.5%
CCOC(=O)CNC(=O)N1CCCC(C(=O)c2ccccc2SC)C1 (stereo unspecified)	0.598	-0.336	0.09	-0.207	1.2	2.0	6.1	-1.2	1058	-1.9%	i	10.9	0.0%	0.05	1491	2.2%	-1.9%
COc1cccc(-c2nc(C(N)=O)c3[nH]c(=O)n(-c4cccc(Cl)c4)c3n2)c1OC	-0.469	-0.213	-0.0327	0.791	4.0	2.4	9.8	0.6	1129	3.1%	i	0.2	-1.2%	1.04	1770	7.6%	3.5%
CCOc1ccc(Oc2ccc(NC(=O)[C@@H](NC(N)=O)[C@@H](C)CC)cc2)cc1	1.64	-0.142	1.67	-2.45	.	.	.	0.4	1384	.	.	.	0.1%	.	.	-1.2%	-5.1%
O=C(NCC1CCCO1)c1nnc(Cc2ccc(F)cc2)o1 (stereo unspecified)	-0.441	-0.207	0.408	0.22	5.4	1.6	8.5	0.7	511	-1.8%	i	2.8	0.5%	0.09	1251	1.2%	10.3%
CC(C)Oc1ccc(CC(=O)NNC(=S)Nc2ccccc2)cc1	0.147	-0.235	-0.043	0.389	.	.	.	-0.3	1299	.	.	.	1.1%	-0.2	1081	-8.6%	-2.2%
COc1cc(/C=N\Nc2nc(-c3cccs3)c(NC(C)=O)s2)ccc1O	-0.525	0.376	-0.0424	-0.409	.	.	.	0.1	1304	.	.	.	0.2%	0.55	1052	18.5%	4.1%
Cc1[nH]nc(N=CC2=C(O)CC(C)(C)CC2=O)c1-c1ccc(Cl)cc1	2.37	-0.284	1.39	-0.132	2.3	2.7	21.2	-0.3	1111	-0.3%	i	-1.0	0.0%	-0.35	1737	6.6%	7.7%
COc1ccc(-n2nc3c(=O)[nH][nH]c3cc2=O)cc1	0.768	-0.184	0.431	-0.903	3.1	2.1	8.3	0.7	1087	.	i	-25.3	0.3%	-1.41	1267	9.3%	4.1%
COCCCNc1oc(-c2ccccc2F)nc1C#N	-0.149	-0.162	-0.0577	0.0368	3.8	2.1	6.1	.	.	-0.1%	i	-2.0	-2.4%	0.24	678	9.6%	-90.5%
CC1(C)CC2CC(C)(CN2C(=O)COC(=O)c2ccc(Cl)c(N)c2)C1 (stereo unspecified)	0.151	-0.163	0.241	-0.0825	1.8	1.9	3.6	.	.	2.1%	i	-8.6	4.2%	-0.45	954	1.8%	19.4%
O=C(CCSc1nnc(-c2ccncc2)o1)Nc1cccc2ccccc12	0.422	-0.246	0.213	0.169	3.0	3.0	5.1	.	.	-1.2%	i	4.0	-0.6%	.	.	12.4%	9.0%
COCCCNC(=S)N1CCCN(c2nc3c(C)c(C)ccc3cc2C#N)CC1	-0.671	-0.211	-0.512	-0.164	1.9	3.1	3.9	0.4	1573	1.9%	i	-8.5	-0.6%	-0.94	1409	0.8%	1.4%
N/C(=N\OC(=O)COc1ccc2ccccc2c1)c1cccnc1	-0.356	-0.259	-0.322	0.251	5.0	2.2	8.1	.	.	0.8%	i	10.6	3.5%	1.08	1336	5.2%	8.4%
CSc1ccc(/C=N/NC(=O)CN2CCN(Cc3ccc(Cl)cc3)CC2)cc1	0.0679	-0.221	0.027	1.08	2.7	1.7	3.1	-3.1	529	-2.6%	i	3.3	1.4%	0.22	1387	2.6%	13.6%
O=CN1CCN(C(=O)c2ccccc2F)CC1	-0.491	-0.289	-0.323	0.379	2.9	2.3	14.7	-4.7	978	3.2%	i	-0.9	1.3%	0.17	1115	2.4%	-11.6%
CCOC(=O)C1CCCCN1Cc1cccc(C(F)(F)F)c1 (stereo unspecified)	0.262	-0.326	-0.181	0.533	1.4	1.3	15.7	.	.	-1.1%	i	-2.2	0.3%	.	.	2.8%	4.0%
CC1(c2ccccc2)CC(C)(C)N2C(=O)C3(C(C#N)=C(N)Oc4cc(O)ccc43)c3cccc1c32 (stereo unspecified)	0.00893	-0.0872	0.00489	-0.174	1.2	1.0	8.3	.	.	-2.2%	i	-2.2	-1.1%	.	.	12.7%	7.0%
COc1ccc(CC(=O)NCC(=O)N/N=C/c2ccco2)cc1	-0.00309	-0.175	0.0611	-0.127	3.1	3.1	7.1	-1.1	1103	2.1%	i	-9.7	4.7%	0.21	1471	-1.0%	19.3%
Cc1ccc(-n2c(COc3c(C)cccc3C)nnc2SCC(=O)Nc2nccs2)cc1	-0.323	0.471	0.236	0.458	0.9	1.3	3.0	.	.	0.7%	i	5.3	1.5%	-1.02	858	-2.6%	6.1%
O=[N+]([O-])c1ccc(N/N=C2/CCCCC2c2ccccn2)cc1 (stereo unspecified)	-0.494	0.429	-0.0354	-0.945	4.6	1.9	3.9	3.1	1115	3.3%	i	16.6	2.6%	0.17	1438	-2.5%	9.6%
CC1CC(C)CN(C(=O)CSCC(=O)Nc2nc(-c3cccs3)cs2)C1 (stereo unspecified)	-1.41	-0.161	-0.302	0.791	2.5	2.6	8.0	-2.1	1061	.	i	-9.6	-0.5%	0.17	1945	10.8%	-0.5%
O=C(Nc1cccc(F)c1)c1cccnc1N1CCOCC1	-0.229	0.0399	0.118	-0.00976	6.3	2.6	3.4	-1.6	882	-0.7%	i	5.4	-0.1%	-0.23	1491	-0.4%	2.6%
CCCc1cc(NCc2ccccn2)n2nc(C)c(-c3ccccc3)c2n1	-0.623	-0.298	-0.294	0.901	.	.	.	-0.6	1456	.	.	.	.	-1.09	681	-3.5%	-5.7%
CSc1ccc(S(=O)(=O)NC2CCCCC2)cc1	-1.46	1.03	-0.372	0.79	1.7	1.4	7.8	-1.4	1142	6.1%	i	-0.7	-1.6%	.	.	7.2%	2.5%
